TRPC6 act = mouse TRPC6 channel activators, primary screen, cell-based, HEK293, membrane potential dye. HEK293-TRPC6 membrane potential dye fluorescence; hits give high values. B-score at 10 µM. actives 0.13% (n = 310,000);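 active = B-score of the integrated fluorescence ratio above library mean plus 3 SD, and starting fluorescence ratio within library mean plus 5 SD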;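 note: higher score means more depolarization so channel activation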
TRPC4 block = inhibitors of mouse TRPC4 channel, primary screen, Fluo4 calcium, HEK293 TRPC4beta/mu-opioid cells; Short transient receptor potential channel 4 (Mus musculus), Q9QUQ5; DAMGO-evoked Fluo4 calcium flux; hits give low values; B-score at 10 µM; actives 0.39% (n = 300,000); AID 2247, 2010;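 active = B-score over 3 SD under the library average, no early fluorescence shift, positive overall ratio signal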
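test system = HEK293 cells with stable TRPC4beta plus mu-opioid receptor expression | detection = Fluo4 Ca2+ flux fluorescence | read-out = integrated fluorescence ratio relative to baseline, converted to per-well B score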
HIF act = HIF pathway transcriptional activators, primary screen, cell-based, U2OS HRE-luciferase, luminescence | U2OS HRE-luciferase reporter; normalized: DMSO 0%, desferrioxamine 100% | activation, % at 7.5 µM (by protocol) | actives 0.32% (n = 300,000) | AID 1910, 2009;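 active = mean activation of at least 10% of the iron chelator positive control signal, with at least half of replicates also reaching 10%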
MrgX1 antagonist = antagonists of human MrgX1 receptor, primary screen, HEK293 cells, Fluo-4 calcium flux; actives 1.3% (n = 310,000); B-score at 10 µM; BAM8-22 antagonism; hits give low values; Mas-related G-protein coupled receptor member X1 (Homo sapiens), Q96LB2;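 active = calcium-response B-score plate-corrected more than 3 library SD below zero, starting fluorescence within 5 deviations, no agonist response on first addition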;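 note: peak minus trough fluorescence over baseline after final BAM8-22 challenge near maximal dose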
Target sequence (Q96LB2 whole entry, looked up): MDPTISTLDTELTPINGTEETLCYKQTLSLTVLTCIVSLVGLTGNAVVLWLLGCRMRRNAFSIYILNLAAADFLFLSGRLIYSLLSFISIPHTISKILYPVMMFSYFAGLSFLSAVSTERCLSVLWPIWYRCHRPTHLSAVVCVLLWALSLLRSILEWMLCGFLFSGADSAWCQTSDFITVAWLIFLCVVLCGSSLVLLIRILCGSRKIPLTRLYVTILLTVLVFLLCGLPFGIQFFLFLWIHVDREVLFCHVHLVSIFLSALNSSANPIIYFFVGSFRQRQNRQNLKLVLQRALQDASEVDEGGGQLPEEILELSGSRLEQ
KLF5 inh = KLF5 expression inhibitors, primary screen, DLD-1 cells, luminescence; AID 1700, 2009; DLD-1 KLF5 promoter-luciferase reporter; actives 0.23% (n = 290,000); inhibition, % at 5 µM;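 active = inhibition above a per-plate limit of that plate's mean compound inhibition plus 3 SD, cut at about 60% in these data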;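 note: 0% = DMSO wells and 100% = LY294002 at 200 µM; higher means less KLF5 promoter-driven luciferase light; inactives centre near -14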
aSyn 5UTR inh = MLPCN primary screen, SNCA 5' untranslated region | alpha-synuclein 5'UTR reporter, inhibitor activity | inhibition, % (tested at 7.5 µM) | actives 0.82% (n = 300,000) | AID 1813, 2009; in the data active = inhibition above about 60%;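 note: H4 neuroglioblastoma cells stably carrying SNCA 5'UTR luciferase fusion; 0% = DMSO wells and 100% = positive control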
IEC-6 tox = cytotoxicity in IEC-6 intestinal epithelial cells, primary screen, cytotoxicity control for KLF5 inhibitor project, cell-based, luminescence | IEC-6 cytotoxicity, luminescence viability | inhibition, % at 5 µM | actives 0.78% (n = 290,000) | AID 1825, 2009; in the data active = inhibition above about 22%;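 note: 0% = plate median of test compound wells and 100% = cytotoxic reference compound wells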
TRPC4 act = activators of mouse TRPC4 channel, primary screen, Fluo4 calcium, HEK293 TRPC4beta/mu-opioid cells | Short transient receptor potential channel 4 (Mus musculus), Q9QUQ5 | Fluo4 calcium fluorescence; hits give high values | B-score at 10 µM | actives 0.49% (n = 310,000) | AID 2237, 2010;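 active = B-score above 5 SD of library B-scores, and initial fluorescence ratio not above library mean plus 5 SD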;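 note: positive B-score marks a calcium rise read as TRPC4 activation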
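system = HEK293 cells stably co-expressing mouse TRPC4beta and mu-opioid receptor | schedule = Fluo4 dye loading 45 min at room temperature, 110 s recording | measure = B-scored integrated calcium fluorescence ratio | signal = Fluo4 calcium-sensitive dye fluorescence, kinetic, 1 Hz baseline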
TRPC4 potent = positive allosteric modulators of TRPC4, primary screen, cell-based, mouse TRPC4beta, HEK293 mu-opioid, Fluo-4 calcium. actives 0.42% (n = 310,000). B-score at 10 µM. DAMGO EC20, Fluo-4 Ca2+ flux; hits give high values. Short transient receptor potential channel 4 (Mus musculus), Q9QUQ5. AID 2227, 2009;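 active = B-score of calcium response area above 5 SD of library B-scores, with initial fluorescence ratio within 5 SD of library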;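 note: B-score of integrated fluorescence ratio over time as area under calcium response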
SKKanGAS inh = S. pyogenes SKKanGAS growth inhibitors in kanamycin, primary screen, streptokinase expression inhibitor project, SKKanGAS strain, BacTiter-Glo luminescence; 6 h; inhibition, % at 7.5 µM; actives 1.3% (n = 300,000); AID 1662, 2009;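 active = mean replicate score, as percent of positive control median, at least 50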;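 note: strain carries kanamycin resistance gene driven by streptokinase promoter and grows in 40 µg/ml kanamycin; loss of luminescence reflects streptokinase promoter inhibition or plain growth inhibition; 0% = median of DMSO wells and 100% = positive control at its reference dose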
TRPC6 inhibitor = mouse TRPC6 channel inhibitors, primary screen, cell-based, HEK293, membrane potential dye; ACh-evoked depolarization; hits give low values; B-score at 10 µM; actives 1.1% (n = 310,000);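 active = B-score under library mean minus 3 SD, initial fluorescence not abnormally high, positive integrated signal ratio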;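 note: B-score derived from integrated fluorescence ratio over the kinetic read; more negative B-score means stronger inhibition of depolarization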
An asterisk follows results filed as active; i = inactive; . = no result given.

Screens in order: TRPC6 act | TRPC4 block | HIF act | MrgX1 antagonist | KLF5 inh | aSyn 5UTR inh | IEC-6 tox | TRPC4 act | TRPC4 potent | SKKanGAS inh | TRPC6 inhibitor
[1] O=C(NCc1ccco1)c1cc(-c2ccccc2)nc2ccccc12
  i | i | 0.0 | -5.3* | 3 | 17 | 8 | i | i | -14 | i
[2] CN(C)C(=O)c1cn(-c2ccccc2)nc1-c1cc2ccccc2o1
  i | i | -0.2 | i | -8 | 5 | 2 | i | i | 5 | i
[3] Cc1ccc(NC(=O)COC(=O)Cn2cnc3c2c(=O)n(C)c(=O)n3C)c(Cl)c1
  i | i | 0.0 | i | -37 | -15 | -5 | i | i | 1 | i
[4] Cc1nc2nc(SCC(=O)NCc3ccco3)nn2c(C)c1Cc1c(F)cccc1Cl
  i | i | -0.6 | i | -12 | 5 | -2 | i | i | 3 | i
[5] COc1ccc(C(=O)NC2CCSc3ccccc32)cc1S(=O)(=O)N1CCOCC1 (stereo not drawn)
  i | i | 0.2 | i | . | -6 | . | i | i | -17 | i
[6] Cc1cc(OCc2nnc(SC(C)C(=O)O)n2Cc2ccccc2)ccc1Cl (stereo not drawn)
  i | i | 0.3 | . | -19 | 6 | -5 | i | i | -5 | i
[7] COc1ccc2c(c1)CCc1cn3nc(C)cc3nc1-2
  i | i | 0.1 | i | -14 | 11 | 13 | i | i | 3 | i
[8] C=CCn1c2ccccc2c2nnc(SCc3[nH]c(=O)[nH]c3C(=O)CCCCC(=O)OCC)nc21
  i | i | -1.6 | i | 9 | 12 | 0 | i | i | 3 | i
[9] O=C(NCCc1ccncc1)Nc1ccc(F)cc1
  i | i | 0.0 | i | -25 | 0 | 0 | i | i | -7 | i
[10] CC(=O)N1CCN(C(=O)c2cc(S(=O)(=O)N(C)c3ccc(F)cc3)ccc2Cl)CC1
  i | i | 0.2 | i | . | 2 | . | i | i | -6 | i
[11] O=C(COc1ccc(Cl)cc1)Nc1ccccc1C(=O)NCc1ccco1
  i | i | 0.0 | i | -22 | 5 | -3 | i | i | -8 | i
[12] Cc1cc(C)n(-c2ccc(S(=O)(=O)N3CCOCC3)cc2[N+](=O)[O-])n1
  i | i | -0.3 | i | -24 | 3 | 3 | i | i | 1 | i
[13] Cc1ccc(S(=O)(=O)Nc2c(C)nc3nc(C)[nH]n3c2=O)cc1
  i | i | 0.2 | i | 2 | 27 | 4 | i | i | -2 | i
[14] COc1ccc(C(C(=O)NC2CCCCC2)N(C(=O)c2cccs2)c2ccc3c(c2)OCO3)cc1 (stereo not drawn)
  i | i | -0.1 | i | -30 | 23 | 0 | i | i | 14 | i
[15] CCc1c(C)nc2ncnn2c1NCCc1ccc(OC)cc1
  i | i | -0.8 | i | 17 | 31 | 24* | i | i | 15 | i

Two compounds drawn at random from those above, as already listed:
Screens in order: TRPC6 act | TRPC4 block | HIF act | MrgX1 antagonist | KLF5 inh | aSyn 5UTR inh | IEC-6 tox | TRPC4 act | TRPC4 potent | SKKanGAS inh | TRPC6 inhibitor
[8] C=CCn1c2ccccc2c2nnc(SCc3[nH]c(=O)[nH]c3C(=O)CCCCC(=O)OCC)nc21
  i | i | -1.6 | i | 9 | 12 | 0 | i | i | 3 | i
[3] Cc1ccc(NC(=O)COC(=O)Cn2cnc3c2c(=O)n(C)c(=O)n3C)c(Cl)c1
  i | i | 0.0 | i | -37 | -15 | -5 | i | i | 1 | i

The list goes on.
Screens in order: TRPC6 act | TRPC4 block | HIF act | MrgX1 antagonist | KLF5 inh | aSyn 5UTR inh | IEC-6 tox | TRPC4 act | TRPC4 potent | SKKanGAS inh | TRPC6 inhibitor
[16] CCCN(CC(=O)Nc1ccccc1C)C(=O)c1ccc(C)c(S(=O)(=O)N2CCCCC2)c1
  i | i | -0.3 | -5.4* | . | -6 | . | i | i | 0 | i
[17] CCCCC1=CC2=CC(=O)C(C)(OC(=O)CC)C(=O)C2=CN1CCCOC(C)C (stereo not drawn)
  i | i | 0.7 | i | . | -10 | . | i | i | 4 | i
[18] CS(=O)(=O)N1CCCC(C(=O)Nc2ccc(F)cc2F)C1 (stereo not drawn)
  i | i | -0.3 | i | 8 | -29 | 2 | i | i | -16 | i
[19] O=C(Cc1cccs1)N1CCN=C1SCc1ccccc1F
  i | i | 0.5 | i | 7 | -54 | 0 | i | i | -3 | i
[20] CCN(CC)C(=O)c1cnn(-c2ccccc2)c1NC(=O)c1ccco1
  i | i | -0.1 | i | -24 | 10 | 2 | i | i | -2 | i
[21] CCc1cc2c(=O)n(CCC(C)C)c(=S)[nH]c2s1
  i | i | 1.4 | i | -32 | -36 | -1 | i | i | 35 | i

Some of the entries so far, in transposed form:
(9) O=C(NCCc1ccncc1)Nc1ccc(F)cc1
(10) CC(=O)N1CCN(C(=O)c2cc(S(=O)(=O)N(C)c3ccc(F)cc3)ccc2Cl)CC1
(11) O=C(COc1ccc(Cl)cc1)Nc1ccccc1C(=O)NCc1ccco1
(12) Cc1cc(C)n(-c2ccc(S(=O)(=O)N3CCOCC3)cc2[N+](=O)[O-])n1
(13) Cc1ccc(S(=O)(=O)Nc2c(C)nc3nc(C)[nH]n3c2=O)cc1
(14) COc1ccc(C(C(=O)NC2CCCCC2)N(C(=O)c2cccs2)c2ccc3c(c2)OCO3)cc1 (stereo not drawn)
(15) CCc1c(C)nc2ncnn2c1NCCc1ccc(OC)cc1
(16) CCCN(CC(=O)Nc1ccccc1C)C(=O)c1ccc(C)c(S(=O)(=O)N2CCCCC2)c1
compound no. | 9 | 10 | 11 | 12 | 13 | 14 | 15 | 16
TRPC6 act | i | i | i | i | i | i | i | i
TRPC4 block | i | i | i | i | i | i | i | i
HIF act | 0.0 | 0.2 | 0.0 | -0.3 | 0.2 | -0.1 | -0.8 | -0.3
MrgX1 antagonist | i | i | i | i | i | i | i | -5.4*
KLF5 inh | -25 | . | -22 | -24 | 2 | -30 | 17 | .
aSyn 5UTR inh | 0 | 2 | 5 | 3 | 27 | 23 | 31 | -6
IEC-6 tox | 0 | . | -3 | 3 | 4 | 0 | 24* | .
TRPC4 act | i | i | i | i | i | i | i | i
TRPC4 potent | i | i | i | i | i | i | i | i
SKKanGAS inh | -7 | -6 | -8 | 1 | -2 | 14 | 15 | 0
TRPC6 inhibitor | i | i | i | i | i | i | i | i

(17) CCCCC1=CC2=CC(=O)C(C)(OC(=O)CC)C(=O)C2=CN1CCCOC(C)C (stereo not drawn)
(18) CS(=O)(=O)N1CCCC(C(=O)Nc2ccc(F)cc2F)C1 (stereo not drawn)
compound no. | 17 | 18
TRPC6 act | i | i
TRPC4 block | i | i
HIF act | 0.7 | -0.3
MrgX1 antagonist | i | i
KLF5 inh | . | 8
aSyn 5UTR inh | -10 | -29
IEC-6 tox | . | 2
TRPC4 act | i | i
TRPC4 potent | i | i
SKKanGAS inh | 4 | -16
TRPC6 inhibitor | i | i
